Screens as filed in PubChem BioAssay.
TRPC4 PAM: allosterically enhances the mouse TRPC4 cation channel; B-score at 10 µM; Q9QUQ5; HEK293 TRPC4beta/mu-opioid, DAMGO EC20, Fluo-4 Ca2+ flux; stronger effect = higher value; AID 2227; actives 0.42% (n = 310,000);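 active = B-score of calcium response area above 5 SD of library B-scores, with initial fluorescence ratio within 5 SD of library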;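 note: B-score of integrated fluorescence ratio over time as area under calcium response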
TRPC6 inhibitor: inhibitors of mouse TRPC6 channel | HEK293-TRPC6, membrane potential dye, ACh-evoked depolarization; stronger effect = lower value | actives 1.1% (n = 310,000) | Q61143 | AID 2553 | B-score at 10 µM;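 active = B-score under library mean minus 3 SD, initial fluorescence not abnormally high, positive integrated signal ratio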;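 note: B-score derived from integrated fluorescence ratio over the kinetic read; more negative B-score means stronger inhibition of depolarization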
Target sequence (Q61143 whole entry, looked up): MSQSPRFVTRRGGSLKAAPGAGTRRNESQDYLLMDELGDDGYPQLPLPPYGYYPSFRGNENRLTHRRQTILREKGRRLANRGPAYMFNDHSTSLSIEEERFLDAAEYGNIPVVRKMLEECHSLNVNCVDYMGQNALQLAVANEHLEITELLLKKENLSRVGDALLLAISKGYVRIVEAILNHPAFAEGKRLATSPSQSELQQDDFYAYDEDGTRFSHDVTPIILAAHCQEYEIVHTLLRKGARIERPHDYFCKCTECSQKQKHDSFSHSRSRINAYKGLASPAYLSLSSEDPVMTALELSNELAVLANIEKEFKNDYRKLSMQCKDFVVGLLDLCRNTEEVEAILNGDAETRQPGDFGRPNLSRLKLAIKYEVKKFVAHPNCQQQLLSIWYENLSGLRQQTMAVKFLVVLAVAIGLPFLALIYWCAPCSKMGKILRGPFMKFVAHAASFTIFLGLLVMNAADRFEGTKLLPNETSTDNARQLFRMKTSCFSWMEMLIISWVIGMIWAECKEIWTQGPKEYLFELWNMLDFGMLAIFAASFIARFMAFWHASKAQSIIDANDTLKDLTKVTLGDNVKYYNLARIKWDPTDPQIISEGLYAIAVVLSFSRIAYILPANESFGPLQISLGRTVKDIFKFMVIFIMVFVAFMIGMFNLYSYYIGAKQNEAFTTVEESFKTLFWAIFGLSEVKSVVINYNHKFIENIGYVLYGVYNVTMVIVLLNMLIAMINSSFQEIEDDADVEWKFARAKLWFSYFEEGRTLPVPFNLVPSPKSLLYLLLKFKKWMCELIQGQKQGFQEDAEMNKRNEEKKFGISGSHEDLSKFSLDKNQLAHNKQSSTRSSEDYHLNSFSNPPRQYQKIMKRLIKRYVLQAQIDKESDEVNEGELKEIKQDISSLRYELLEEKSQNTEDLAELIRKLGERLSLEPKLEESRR
TRPC6 activator: mouse TRPC6 channel activation. Q61143. HEK293-TRPC6 membrane potential dye fluorescence; stronger effect = higher value. B-score at 10 µM. actives 0.13% (n = 310,000);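 active = B-score of the integrated fluorescence ratio above library mean plus 3 SD, and starting fluorescence ratio within library mean plus 5 SD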;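 note: higher score means more depolarization so channel activation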
TRPC4 block: inhibitors of mouse TRPC4 channel. Q9QUQ5. B-score at 10 µM. AID 2247. HEK293 TRPC4beta/mu-opioid, DAMGO-evoked Fluo4 calcium flux; stronger effect = lower value. actives 0.39% (n = 300,000);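 active = B-score over 3 SD under the library average, no early fluorescence shift, positive overall ratio signal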
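Assay system – HEK293 line stably carrying TRPC4beta and mu-opioid receptor · Doses – single dose · Detection – Fluo4 calcium-dye fluorescence, kinetic read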
MrgX1 PAM: human MrgX1 positive allosteric modulation, primary screen; Q96LB2; MrgX1-HEK293, Fluo-4 calcium flux, FDSS; stronger effect = higher value; B-score at 10 µM; actives 0.63% (n = 310,000); AID 588675;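 active = plate-corrected calcium response at least 3 library SD above typical, normal starting fluorescence, not activating the receptor alone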;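 note: compound read alongside a low EC10 to EC30 dose of BAM8-22 agonist; peak minus trough fluorescence over baseline measured at the second addition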
MrgX1 antag: human MrgX1 receptor antagonism, primary screen. Q96LB2. MRGX1-HEK293 calcium flux, Fluo-4, BAM8-22 antagonism; stronger effect = lower value. B-score at 10 µM. actives 1.3% (n = 310,000);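 active = calcium-response B-score plate-corrected more than 3 library SD below zero, starting fluorescence within 5 deviations, no agonist response on first addition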;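 note: peak minus trough fluorescence over baseline after final BAM8-22 challenge near maximal dose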
MrgX1 ag: activates human MrgX1 receptor signaling; MrgX1-HEK293 cells, Fluo-4 calcium fluorescence, agonist mode; stronger effect = higher value; B-score at 10 µM; actives 0.44% (n = 310,000);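 active = calcium response B-score plate-corrected fluorescence ratio at least 3 library SD, with starting fluorescence B-score inside 5 SD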
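Test system: HEK293 cells stably expressing human MrgX1 receptor; amount: 15,000 cells per well; doses: compound delivered in addition one of three; times: overnight plating before 1 h dye loading; detection: Fluo-4 NW calcium-flux fluorescence, kinetic read; read-out basis: B-scored fluorescence response ratio; controls: positive and negative controls per plate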
SKKanGAS inh: blocks kanamycin growth of S. pyogenes SKKanGAS strain | BacTiter-Glo, 6 h | inhibition, % at 7.5 µM | actives 1.3% (n = 300,000) | AID 1662;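 active = mean replicate score, as percent of positive control median, at least 50; inconclusive = mean below 50 but one replicate at or above 50; inactive = mean and every replicate below 50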;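 note: strain carries kanamycin resistance gene driven by streptokinase promoter and grows in 40 µg/ml kanamycin; loss of luminescence reflects streptokinase promoter inhibition or plain growth inhibition; 0% = median of DMSO wells and 100% = positive control at its reference dose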
TMEM16A act: mouse TMEM16A channel activation, primary screen; Q8BHY3; HEK293 TMEM16A/YFP-H148Q/I152L, iodide quench fluorescence; stronger effect = lower value; B-score at 10 µM; AID 623877; actives 0.3% (n = 340,000);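 active = fluorescence-ratio B-score plate-corrected deviation score at least 3 library SD below zero, with starting fluorescence score within 5 deviations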;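 note: channel opened by trigger with iodide after compound preincubation; score built on the fluorescence ratio of max minus min over baseline; more negative score means more quench and so TMEM16A activation or potentiation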
ANO1 block: inhibitors of mouse TMEM16A calcium-activated chloride channel; Q8BHY3; HEK293 TMEM16A/YFP iodide influx fluorescence, ionomycin; normalized B-score (activity score, 25-100; higher = stronger inhibition) at 10 µM; actives 1.2% (n = 310,000);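 active = ratio plate-corrected score three or more library SD toward inhibition, starting fluorescence score within five deviations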;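 note: score derived from kinetic fluorescence span divided by baseline fluorescence per well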
TRPC4 agonist: opens the mouse TRPC4 cation channel | HEK293 TRPC4beta/mu-opioid, Fluo4 calcium fluorescence; stronger effect = higher value | B-score at 10 µM | actives 0.49% (n = 310,000);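 active = B-score above 5 SD of library B-scores, and initial fluorescence ratio not above library mean plus 5 SD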;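 note: positive B-score marks a calcium rise read as TRPC4 activation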
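System – HEK293 cells stably co-expressing mouse TRPC4beta and mu-opioid receptor · Signal – Fluo4 calcium-sensitive dye fluorescence, kinetic, 1 Hz baseline · Benchmarks – buffer (low) and maximal DAMGO (high) · Read-out – B score of integrated fluorescence ratio per well · Incubation – dye loading 45 min room temperature, 110 s kinetic read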
* hit, by the source's call; i = inactive; ? = inconclusive; . = not tested or not shown.

SMILES	TRPC4 PAM	TRPC6 inhibitor	TRPC6 activator	TRPC4 block	MrgX1 PAM	MrgX1 antag	MrgX1 ag	SKKanGAS inh	TMEM16A act	ANO1 block	TRPC4 agonist
CC(C)(C)C(=O)OCc1nc(-c2ccc(C(F)(F)F)cc2)cs1	i	i	i	i	i	i	i	-4	i	i	i
COc1ccccc1-c1cn[nH]c1-c1ccc(OCc2ccccc2)cc1O	i	i	i	i	i	i	i	48	i	i	i
COc1ccc(CC(=O)N2CC(C)CC(C)C2)cc1 (centres undefined)	i	i	i	i	i	i	i	-6	i	i	i
O=C(NCCO)C1(c2ccc(Cl)cc2)CCCC1	i	i	i	i	i	i	i	5	i	i	i
CCC1(c2ccccc2)NC(=O)N(CC(=O)N2CCN(S(=O)(=O)c3ccccc3)CC2)C1=O (centres undefined)	i	i	i	i	i	i	i	5	i	i	i
COc1cc2nc(C3CC3)n(NC(=O)c3ccc(Cl)cc3)c(=O)c2cc1OC	i	i	i	i	i	i	i	.	i	i	i
CN(C)CCCNC(=S)Nc1ccc(-c2ccccc2)cc1	i	i	i	i	i	i	i	-5	i	i	i
COc1ccc(N/C=C2\CCc3ccccc3C2=O)cc1	i	i	i	i	i	i	i	20	i	i	i
COc1ccc(/C=C(\C#N)C(=O)OCC(=O)NC(=O)NCCC(C)C)cc1	i	i	i	i	i	i	i	-3	i	i	i
COc1ccc(CCNC(=O)CSc2nnc(NC(C)=O)s2)cc1OC	i	i	i	i	i	i	i	-4	i	i	i
COc1ccccc1CNC(=O)C1CCC(=O)N1C(C)C (centres undefined)	i	i	i	i	i	i	i	-3	i	i	i
CCN1c2ccccc2NC2C1C(C(C)=O)C(=O)N2c1ccc(Cl)cc1 (centres undefined)	i	i	i	i	i	-5.1*	i	15	i	i	i
Cc1onc(-c2ccccc2)c1C(=O)Nc1cccc(OC(C)C)c1	i	i	i	i	i	i	i	-2	i	i	i
Cc1ccc(Nc2nc(N)nc(CSc3nc4ccccc4s3)n2)cc1	i	i	i	i	i	i	i	9	i	i	i
COc1ccc(NC(=O)c2ccc(S(=O)(=O)N3CCCCC3)cc2)c(OC)c1	i	i	i	i	i	i	i	-2	i	i	i
Cc1ccc(S(=O)(=O)NCCC(=O)Nc2nnc(C3CC3)s2)cc1C	i	i	i	i	i	i	i	8	i	i	i
O=C(c1cccs1)N(Cc1cc2ccccc2[nH]c1=O)c1ccccc1	i	i	i	i	i	i	i	-2	i	i	i
CC1=C(C(=O)Nc2ccccc2)C(c2ccc(C)o2)n2c(s/c(=C/c3ccccc3)c2=O)=N1 (centres undefined)	i	i	i	i	i	i	i	19	i	i	i
O=C(NCc1cccnc1)Nc1ccc(Cl)cc1Cl	i	i	i	i	i	i	i	-7	i	i	i
Cc1ccc(C(=O)NCC(=O)N2CCC(Cc3ccccc3)CC2)cc1	i	i	i	i	i	i	i	-2	i	i	i
CCn1c(C)cc(/C=C2\NC(=O)N(CC(=O)Nc3ccc(F)cc3)C2=O)c1C	i	i	i	i	i	i	i	7	i	i	i
COc1ccc(/C=N/N=C2/SCC(=O)N2Cc2ccccc2)cc1	i	i	i	i	i	i	i	-9	i	i	i
COc1cc(/C=N/O)ccc1OCc1ccccc1Cl	i	i	i	i	i	i	i	-10	i	i	i
Fc1ccc(C2C3=C(Nc4ncnn42)c2ccccc2OC3c2ccncc2)cc1 (centres undefined)	i	i	i	i	i	i	i	28	i	i	i
O=C1/C(=C/c2cccnc2)SC(=S)N1N1CCOCC1	i	i	i	i	i	i	i	2	i	i	i
CC(C)(C)NC(=O)c1ccc(Sc2ccccc2)c([N+](=O)[O-])c1	i	i	i	i	i	i	i	4	i	i	i
Cc1ccc2cc(CCNC(=O)c3ccco3)c(=O)[nH]c2c1	i	i	i	i	i	i	i	-2	i	i	i
O=C(NCC(=O)N(c1cccnc1)C(C(=O)NC1CCCC1)c1cccs1)c1ccco1 (centres undefined)	i	i	i	i	i	i	i	3	i	i	i
CN(C)C(=O)CN1C(=O)NC(c2ccccc2)(c2ccccc2)C1=O	i	i	i	i	i	i	i	-1	i	i	i
Cc1cccc(CN2CCN(C(=O)CCc3nnc(C4CCCCC4)o3)CC2)c1	i	i	i	i	i	i	i	5	i	i	i
CC1C/C(=N/NC(=O)c2ccc(CSc3nc4ccccc4[nH]3)cc2)CC(C)(C)C1 (centres undefined)	i	i	i	i	i	i	i	10	i	i	i
CC(C)C[C@@H]1NC(=O)N(CCCn2ccnc2)C1=O	i	i	i	i	i	i	i	1	i	i	i
CCOc1ccc(CCNC(=O)CCc2nnc3ccc(N4CCOCC4)nn23)cc1	i	i	i	i	i	i	i	-2	i	i	i
Cc1cc(C)c(C#N)c(N2CCSCC2)n1	i	i	i	i	i	i	i	20	i	i	i
CCN(CC(=O)NCc1ccc(F)cc1)C(=O)Cc1ccc(OC)cc1	i	i	i	i	i	i	i	1	i	i	i
O=C(Cc1c(F)cccc1Cl)NCCN1CCOCC1	i	i	i	i	i	i	i	14	i	i	i
Cc1c(Br)c([N+](=O)[O-])nn1CC(=O)NCc1cccs1	i	i	i	i	i	-4.8*	i	4	i	i	i
O=C(N/N=C/C(Br)=C/c1ccccc1)c1cnccn1	i	i	i	i	i	i	i	-6	i	i	i
Cc1cc(S(=O)(=O)N2CCCC(N(C)CCc3ccccn3)C2)c(C)s1 (centres undefined)	i	i	i	i	i	i	i	4	i	i	i
CCOc1ccc(S(=O)(=O)NCc2cccnc2)cc1	i	i	i	i	i	i	i	-2	i	i	i

Overlap with the part before: 3 compounds, then new ones.
SMILES	TRPC4 PAM	TRPC6 inhibitor	TRPC6 activator	TRPC4 block	MrgX1 PAM	MrgX1 antag	MrgX1 ag	SKKanGAS inh	TMEM16A act	ANO1 block	TRPC4 agonist
O=C(N/N=C/C(Br)=C/c1ccccc1)c1cnccn1	i	i	i	i	i	i	i	-6	i	i	i
Cc1cc(S(=O)(=O)N2CCCC(N(C)CCc3ccccn3)C2)c(C)s1 (centres undefined)	i	i	i	i	i	i	i	4	i	i	i
CCOc1ccc(S(=O)(=O)NCc2cccnc2)cc1	i	i	i	i	i	i	i	-2	i	i	i
CN(C)C(=O)Cn1c(SCC(=O)NCc2ccc3c(c2)OCO3)nc2ccccc21	i	i	i	i	i	i	i	5	i	i	i
S=C(Nc1ccccc1)N1CCN(C2CCCCC2)CC1	i	i	i	i	i	i	i	-2	i	i	i
COc1ccc(C(=O)Nc2ccc(N3CCN(C(=O)C(C)C)CC3)cc2)cc1[N+](=O)[O-]	i	i	i	i	i	i	i	13	i	i	i
CCCC(=O)Nc1ccccc1NC(=O)c1ccc(OC(C)=O)cc1	i	i	i	i	i	i	i	-10	i	i	i
CCOc1ccccc1C(=O)NC1CC2CCCC(C1)N2Cc1nnnn1Cc1ccco1 (centres undefined)	i	i	i	i	i	i	i	-6	i	i	i
O=C(Cn1nc(-c2ccc(N3CCOCC3)c([N+](=O)[O-])c2)c2ccccc2c1=O)N1CCCCC1	i	i	i	i	i	i	i	4	i	i	i
CCC(C)(C(=O)NC1CCCC1)N(Cc1cccs1)C(C)=O (centres undefined)	i	i	i	i	i	i	i	1	i	i	i
COC(=O)c1cnc(Oc2ccc(NC(=O)NC(=O)c3c(F)cccc3Cl)cc2)cc1C(F)(F)F	i	i	i	i	i	i	i	?	i	i	i
COc1cc(/C=N/NC(=O)c2ccncc2)ccc1OCCN1CCCCC1	i	i	i	i	i	i	i	-7	i	i	i
Cc1cc(S(=O)(=O)Nc2ccc3ccccc3c2)c(C)s1	i	i	i	i	i	i	i	12	i	i	i
COC(=O)c1ccccc1NC(=O)c1cnc2sccn2c1=O	i	i	i	i	i	i	i	2	i	i	i
CCOCCOc1cccc(C(=O)NC(c2ccccc2)c2ccccc2)c1	i	i	i	i	i	i	i	4	i	i	i
CCCCNC(=O)c1onc(CSc2cccc(OC)c2)c1C(=O)NCCCC	i	i	i	i	i	i	i	19	i	i	i
CCOC(=O)c1c(-c2cccs2)csc1NC(=O)C(C)(C)C	i	i	i	i	12*	i	i	19	i	25*	i
O=C(N/N=C/c1ccc(N2CCCCC2)o1)c1ccccc1[N+](=O)[O-]	i	i	i	i	i	i	i	3	i	i	i
CCNC(=O)c1ccc(NS(=O)(=O)c2ccc3[nH]c(=O)[nH]c3c2)cc1	i	i	i	i	i	i	i	0	i	i	i
O=C(COC(=O)c1cccc(-n2cnnn2)c1)Nc1c(Cl)cccc1C(F)(F)F	i	i	i	i	i	i	i	1	i	i	i
O=C(CCCC1=NS(=O)(=O)c2ccccc2N1)N1CCN(c2ccc(Cl)cc2)CC1	i	i	i	i	i	i	i	1	i	i	i
O=C(c1ccc(Cl)cc1)N1CCCCC(Sc2nnc(-c3ccc4c(c3)OCO4)o2)C1=O (centres undefined)	i	i	i	i	i	i	i	3	i	i	i
COc1ccc(OC)c(-n2c(-c3ccccc3)n[nH]c2=S)c1	i	i	i	i	i	-5.2*	i	9	i	i	i
O=C(O)C1CCCN1c1nc(C(F)(F)F)nc2ccccc12 (centres undefined)	i	i	i	i	i	i	i	1	i	i	i
O=C(CCNS(=O)(=O)c1cccc2nsnc12)N1CCN(c2ccccn2)CC1	i	i	i	i	i	i	i	1	i	i	i
Cc1ccccc1NC(=S)Nc1ccc2[nH]c(=O)[nH]c2c1	i	i	i	i	i	i	i	-5	i	i	i
Cc1nn(-c2ccccc2)c(C)c1NC(=O)COc1ccc([N+](=O)[O-])cc1	i	i	i	i	i	i	i	6	i	i	i
CCC(Nc1nc(-c2ccccc2)nc2ccccc12)C(=O)O (centres undefined)	i	i	i	i	i	i	i	-1	i	i	i
O=C(/C=C/c1ccccc1)NCC(=O)N/N=C/c1ccccc1[N+](=O)[O-]	i	i	i	i	i	i	i	-3	i	i	i
